# RPL19A-GFP yeast = yeast TOR pathway RPL19A-GFP modulation; S. cerevisiae RPL19A-GFP strain, flow cytometry, 3 h; active compounds read low; percent response vs DMSO, % at 10 µM; 330,000 tested, 0.3% active; AID 2025;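 active means percent response vs DMSO below 50%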;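 further: median channel GFP fluorescence of the barcoded RPL19A-GFP strain; ratio of sample median GFP to plate DMSO average so 100% = DMSO; lower means less RPL19A-GFP as with rapamycin TOR inhibition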
# proCasp7 act = counter-screen: procaspase-7 (human) activation; recombinant procaspase-7, Ac-DEVD-pNA absorbance 405 nm; D23A/D198A/D206A triple mutant, cannot self-cleave; scale: DMSO 0, 5 µM enzyme 100; activation, % at 8.5 µM; 330,000 tested, 0.093% active; AID 463210;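 active means percent activation above the screen-wide mean plus 3 SD, cut at about 25% in these data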
#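 Replicates: singlicate. Assay system: Procaspase-7 triple mutant (PC-7 D3A). Signal: 405 nm absorbance of p-nitroaniline. Times: 1 h preincubation, 2 h reaction. Buffer or medium: Zinc-free HEPES pH 7.4 with 300 mM NaCl, 0.01% Triton X-100. Also added: DEVD-pNA substrate. Benchmarks: DMSO wells as 0%, DMSO with 5 µM added PC-7 as 100%.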
# EBNA-1 inhibitor = blocks EBNA-1 binding to DNA; 300,000 tested, 0.34% active; EBNA-1 DNA binding, fluorescence polarization; AID 1950; inhibition, % at 14.8 µM; in the data active means inhibition above about 28%
# LAP4-GFP MLPCN = alters LAP4-GFP fluorescence in TOR pathway yeast screen | GFP response vs DMSO, % at 10 µM | S. cerevisiae LAP4-GFP multiplex, flow cytometry GFP, 3 h; median GFP as percent of DMSO wells | AID 2023 | 320,000 tested, 0.34% active;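 active means GFP response vs DMSO above a set limit, about the screen mean plus 3 SD, cut at about 150% in these data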
# AHR activator = activates the human aryl hydrocarbon receptor | P35869 | AHR-responsive luciferase reporter cells, luminescence | activation, % at 5 µM | 320,000 tested, 2.5% active | AID 2796; in the data active means activation above about 47%;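 further: 0% = vehicle wells and 100% = reference agonist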
# Target sequence (P35869 whole entry, looked up): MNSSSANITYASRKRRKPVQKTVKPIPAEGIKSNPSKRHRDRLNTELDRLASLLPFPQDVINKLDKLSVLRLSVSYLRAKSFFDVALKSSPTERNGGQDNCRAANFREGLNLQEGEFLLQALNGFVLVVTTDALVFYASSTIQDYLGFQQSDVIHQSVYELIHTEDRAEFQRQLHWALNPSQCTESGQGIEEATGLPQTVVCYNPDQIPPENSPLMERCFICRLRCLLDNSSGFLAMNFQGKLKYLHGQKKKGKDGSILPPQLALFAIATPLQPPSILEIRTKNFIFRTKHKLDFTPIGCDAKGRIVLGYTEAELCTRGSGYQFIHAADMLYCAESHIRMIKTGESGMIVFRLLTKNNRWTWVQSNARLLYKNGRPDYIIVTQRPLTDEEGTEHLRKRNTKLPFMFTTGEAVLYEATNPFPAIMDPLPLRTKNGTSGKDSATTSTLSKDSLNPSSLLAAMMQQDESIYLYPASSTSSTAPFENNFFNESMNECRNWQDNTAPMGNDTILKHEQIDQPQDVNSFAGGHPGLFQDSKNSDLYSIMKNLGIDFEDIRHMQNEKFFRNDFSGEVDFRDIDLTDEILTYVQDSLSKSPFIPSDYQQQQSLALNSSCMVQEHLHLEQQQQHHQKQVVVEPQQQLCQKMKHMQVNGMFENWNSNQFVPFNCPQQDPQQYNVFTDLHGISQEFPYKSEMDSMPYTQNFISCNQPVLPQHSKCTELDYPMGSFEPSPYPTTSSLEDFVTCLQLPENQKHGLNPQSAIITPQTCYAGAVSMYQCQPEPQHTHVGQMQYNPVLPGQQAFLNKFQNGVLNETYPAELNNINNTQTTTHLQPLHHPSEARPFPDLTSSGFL
# MEP2 TOR yeast = yeast TOR pathway MEP2-GFP modulation; S. cerevisiae MEP2-GFP strain, flow cytometry GFP, 3 h; 100% = DMSO control level; GFP response vs DMSO, % at 10 µM; 330,000 tested, 0.51% active;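 active means GFP response versus DMSO above a set limit, roughly screen mean plus 3 SD, cut at about 180% in these data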;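 further: median GFP fluorescence of the barcode-gated MEP2-GFP cells per well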
# ZTA DNA inh = counter-screen for EBNA-1 inhibitors: inhibitors of Epstein-Barr virus ZTA; 320,000 tested, 0.15% active; ZTA-DNA binding, fluorescence polarization; P03206; inhibition, % at 11 µM; AID 2234; in the data active means inhibition above about 33%
# proCasp3 act = procaspase-3 (human) activation; P42574; recombinant procaspase-3 D3A, Ac-DEVD-pNA absorbance 405 nm; activation, % at 8.5 µM; 330,000 tested, 0.11% active;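 active means activation above the mean of all tested compounds plus 3 SD, cut at about 21% in these data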;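 further: 0% = DMSO alone and 100% = DMSO wells spiked with extra 5 µM PC-3 D3A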
# Target sequence (P42574 whole entry D9A/D28A/D175A): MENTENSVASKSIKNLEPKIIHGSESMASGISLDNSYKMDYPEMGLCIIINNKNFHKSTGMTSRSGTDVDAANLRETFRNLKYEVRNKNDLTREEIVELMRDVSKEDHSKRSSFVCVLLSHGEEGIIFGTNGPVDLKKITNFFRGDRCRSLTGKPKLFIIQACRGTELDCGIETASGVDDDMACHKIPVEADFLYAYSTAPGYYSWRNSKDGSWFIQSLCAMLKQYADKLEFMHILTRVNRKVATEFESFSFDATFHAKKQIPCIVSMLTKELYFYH
#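 Evaluation: percent activation relative to control range; Material: Procaspase-3 D3A mutant, all three cleavage aspartates alanine; Compound: single dose, 8.5 µM nominal compound, 0.8% DMSO; Replication: one well per compound; Signal: absorbance at 405 nm, 0 and 120 min; Schedule: 1 h preincubation plus 2 h reaction at 25 °C.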
# * marks the source's active call; other numbers are inactive results; x = not tested or not shown.
nr | Molecule | RPL19A-GFP yeast | proCasp7 act | EBNA-1 inhibitor | LAP4-GFP MLPCN
1 | Cc1ccccc1-c1nc(S(=O)(=O)c2ccc(Br)cc2)c(NCc2cccnc2)o1 | 91 | 0 | -2 | 101
2 | O=C(NC(=S)Nc1ccccc1N1CCOCC1)c1cccs1 | 100 | 5 | 4 | 91
3 | COc1ccc(C)cc1-n1nc2ccccc2n1 | 102 | 5 | 8 | 97
4 | CCOc1ccccc1NC(=O)c1ccccc1-c1ccccc1 | 102 | -8 | 5 | 102
5 | Cc1nc(NC(=O)CN2CCN(c3cccc(Cl)c3)CC2)sc1C(=O)N(C)C | 102 | 0 | 2 | 91
6 | COc1ccccc1CNC(=O)CCCNS(=O)(=O)c1cccc2nsnc12 | 102 | 11 | 3 | 101
7 | CCN1CCN(C(=S)Nc2ccc(Cl)c(Cl)c2)CC1 | 103 | 8 | -4 | 99
8 | COc1ccc(NC(=O)Nc2cccc(Cl)c2Cl)c(OC)n1 | 100 | -2 | 13 | x
9 | COc1ccc(C(=O)NC(Cn2ccnc2)C(C)(C)C)cc1OC1CCN(C(C)C)CC1 (stereo not given) | 103 | -2 | -2 | 75
10 | CN(C(=O)COC(=O)C1CCN(S(=O)(=O)c2ccc(Cl)cc2)CC1)C1CCS(=O)(=O)C1 (stereo not given) | 103 | 9 | x | 116
11 | CCC(C)N(C(=O)COC(=O)c1cc([N+](=O)[O-])ccc1N1CCOCC1)C1CCS(=O)(=O)C1 (stereo not given) | 95 | 1 | 2 | 103
12 | N/C(=N\OC(=O)c1cccc(Cl)c1)c1cccnc1 | 91 | 3 | -2 | 105

nr | AHR activator | MEP2 TOR yeast | ZTA DNA inh | proCasp3 act
1 | 4 | 94 | -8 | -1
2 | 31 | 90 | -13 | -6
3 | 11 | 100 | -4 | 3
4 | 4 | 96 | -1 | -5
5 | -1 | 94 | -3 | 1
6 | 4 | 105 | -7 | 7
7 | 2 | 105 | -18 | 0
8 | -5 | 100 | -9 | 5
9 | 2 | 101 | -16 | 7
10 | -2 | 108 | x | 6
11 | 0 | 97 | -1 | -9
12 | 75* | 101 | 6 | 8

# (more compounds)
nr | Molecule | RPL19A-GFP yeast | proCasp7 act | EBNA-1 inhibitor | LAP4-GFP MLPCN
13 | CC(=O)Nc1c(C(=O)O)[nH]c2ccccc12 | 101 | -6 | 11 | 100
14 | O=C(Nc1scc(-c2ccc(F)cc2)c1C(=O)O)c1ccco1 | 101 | -3 | -2 | 99
15 | Cc1ccc([N+](=O)[O-])cc1NC(=O)CN(C)CCOc1ccccc1 | 103 | -15 | -3 | 94
16 | O=C(CSc1nc(O)cc(=O)n1-c1ccccc1)c1ccc(Br)cc1 | 102 | -12 | 0 | 92
17 | CC(OC(=O)CC1CCCC1)C(=O)Nc1ccc(S(N)(=O)=O)cc1 (stereo not given) | 102 | -4 | -16 | 101
18 | O=C(c1cccc(S(=O)(=O)N2CCOCC2)c1)N1CCOCC1 | 103 | 9 | 0 | 93
19 | CC(C)NC(=O)c1ccc2c3n(nc2c1)-c1ccc(Cl)cc1CO3 | 95 | 2 | 13 | 122
20 | CCN(Cc1ccccc1)C(=O)c1c[nH]c2ccc(S(=O)(=O)N(C)CCC#N)cc2c1=O | 106 | 0 | 4 | 95
21 | C/C(Cn1nnc([N+](=O)[O-])n1)=N\NC(=O)c1ccccc1O | 100 | 5 | 7 | 107
22 | CC(=O)N1CC=CC1(CC(C)C)C(=O)NCCN1CCOCC1 (stereo not given) | 100 | -9 | 9 | 105
23 | CC1(C)Cc2c(C#N)c(SCC(=O)c3ccccc3)nc(N3CCOCC3)c2CO1 | 103 | -4 | 2 | 97
24 | CC1CCCC(NC(=O)COC(=O)c2ccc(N(C)C)cc2)C1C (stereo not given) | 95 | -1 | -8 | 89

nr | AHR activator | MEP2 TOR yeast | ZTA DNA inh | proCasp3 act
13 | 34 | 101 | 0 | 0
14 | -3 | 117 | 4 | -1
15 | -5 | 90 | 9 | -9
16 | 0 | 93 | 9 | -7
17 | -1 | 109 | -6 | -1
18 | -1 | 108 | -2 | -9
19 | -10 | 92 | -4 | -12
20 | 3 | 112 | -13 | 8
21 | 5 | 98 | 3 | -7
22 | 0 | 109 | 1 | 4
23 | -3 | 96 | 12 | -5
24 | 1 | 90 | -22 | 13

# (cont.)
nr | Molecule | RPL19A-GFP yeast | proCasp7 act | EBNA-1 inhibitor | LAP4-GFP MLPCN
25 | C[C@H](NC(=O)NC1CCCc2ccccc21)C(=O)O (stereo not given in full) | 98 | 9 | -3 | 98
26 | COc1ccc(-c2[nH]ncc2/C=N/NC(=O)c2ccc(Br)cc2)c(OC)c1 | 95 | 1 | 0 | 93
27 | COc1cc(/C=N/NC(=O)c2sc(N)c(C#N)c2C)ccc1O | 100 | 9 | -10 | 88
28 | CCCS(=O)(=O)c1c(S(=O)(=O)CCC)c2cnccn2c1C(=O)c1ccc(Cl)cc1 | 103 | 5 | 3 | 101
29 | O=C(NC1=NCCS1)c1ccncc1 | 99 | -4 | 4 | 101
30 | OCCOCCn1c(CCNc2nc(-c3ccc(F)cc3)cs2)nc2cc(C(F)(F)F)ccc21 | 96 | -5 | 2 | 96
31 | O=C1c2ccccc2C(=O)N1CSc1ncccn1 | 101 | -29 | 5 | 103
32 | Cc1nc(N2CCN(C(=O)c3ccco3)CC2)c2c3c(sc2n1)CCCC3 | 97 | -10 | -2 | 112
33 | COC(=O)C1CC(=O)N(Cc2ccccc2)C1 (stereo not given) | 94 | -1 | 4 | 107
34 | CCOC(=O)c1c(CC(C)C)csc1NC=O | 91 | 7 | 4 | 100
35 | Cc1ccc(C(=O)Nc2nnc(S(=O)(=O)N3CCN(c4ccc(F)cc4)CC3)s2)cc1 | 97 | -11 | -2 | 105
36 | O=C(CSc1ccc(Cl)cc1)Nc1nnc(-c2cccc([N+](=O)[O-])c2)s1 | 98 | 1 | -5 | 104

nr | AHR activator | MEP2 TOR yeast | ZTA DNA inh | proCasp3 act
25 | 6 | 107 | 17 | -4
26 | 14 | 103 | 9 | -4
27 | 40 | 105 | -11 | 0
28 | -1 | 110 | 12 | 1
29 | 1 | 102 | 9 | -6
30 | 91* | 98 | -22 | -13
31 | 0 | 106 | -8 | -22
32 | 1 | 94 | -4 | -10
33 | 1 | 97 | -10 | -5
34 | 0 | 97 | -11 | -1
35 | 2 | 102 | -9 | 6
36 | -4 | 100 | -3 | 1

# (list continues)
nr | Molecule | RPL19A-GFP yeast | proCasp7 act | EBNA-1 inhibitor | LAP4-GFP MLPCN
37 | O=C(CN(Cc1ccc(Cl)c(Cl)c1)S(=O)(=O)c1ccccc1)N/N=C\c1ccc2c(c1)OCO2 | 103 | -3 | -2 | 95
38 | CSCC[C@H](NC(=O)OC(C)(C)C)c1nnc(SCC=C(C)C)o1 | 91 | 8 | 0 | 100
39 | CC(=O)Nc1ccccc1OCC(=O)N(Cc1ccccc1)C(C)C | 98 | -4 | -9 | 90
40 | COc1ccc(C(CNS(=O)(=O)c2ccc(F)cc2)N2CCN(C)CC2)cc1 (stereo not given) | 96 | 5 | -6 | 105
41 | O=C(CNc1ccc2ccccc2c1)N/N=C/c1ccc(C(=O)O)cc1 | 105 | -5 | 7 | 95
42 | COc1ccc(CCC(=O)NCc2ccccc2OC)cc1 | 88 | -1 | -9 | 94
43 | Cc1cccc(C(=O)NCC(=O)OCC(=O)NCCNC(=O)COC(=O)CNC(=O)c2cccc(C)c2)c1 | 94 | 6 | 8 | 93
44 | CCCOc1ccc(N2C(=O)CC(NNC(=O)c3ccc(COc4ccccc4)o3)C2=O)cc1 (stereo not given) | 104 | 5 | -1 | 101
45 | NC(=O)c1ccc(NC(=O)COC(=O)c2ccccc2Nc2ccccc2)cc1 | 101 | 1 | -1 | 90
46 | CCCCCC(=O)N1CC2(C)CN(C(=O)CCCCC)CC(C)(C1)C2=O | 103 | -1 | 9 | 100
47 | NC(=O)c1nn(-c2ccccc2)nc1NC(=O)CN1CCOCC1 | 101 | -7 | 6 | 109
48 | Cc1ccccc1NC(=O)Nc1ccccc1C(N)=O | 99 | 2 | 2 | 85

nr | AHR activator | MEP2 TOR yeast | ZTA DNA inh | proCasp3 act
37 | 3 | 116 | -5 | 13
38 | -1 | 93 | -12 | -4
39 | -2 | 84 | 15 | 9
40 | -4 | 97 | -20 | 16
41 | 24 | 107 | 16 | -7
42 | 6 | 101 | 4 | 5
43 | -1 | 99 | -12 | 14
44 | 2 | 101 | 6 | -2
45 | 1 | 94 | 0 | 5
46 | 1 | 105 | 3 | 2
47 | 2 | 107 | -10 | 4
48 | 3 | 99 | -13 | 5

# Continued.
nr | Molecule | RPL19A-GFP yeast | proCasp7 act | EBNA-1 inhibitor | LAP4-GFP MLPCN
49 | COc1cccc(C2C3=C(N=c4s/c(=C\c5ccccc5O)c(=O)n42)c2ccccc2CC3)c1OC (stereo not given) | 93 | -8 | 3 | 119
50 | Cc1cc(Br)ccc1NC(=O)CNC(=O)Cc1ccc(S(=O)(=O)N2CCOCC2)s1 | 100 | 0 | -6 | 111
51 | COc1ccc(NC(=O)CN2CCN(c3ccc(F)cc3)CC2)cc1 | 100 | 1 | 6 | 91
52 | O=C1C2CCCN2C(c2ccccc2F)N1c1ccc(Cl)cc1 (stereo not given) | 99 | 0 | -8 | 119
53 | Cc1ccc(N/C=C2\CCCCC2=O)nc1 | 101 | 7 | 0 | 100
54 | CCc1ccccc1N1C(=O)CC(Sc2nccc(C)n2)C1=O (stereo not given) | 102 | 10 | -1 | 94
55 | COc1ccc(CCn2c(C)cc(C(=O)CSc3nnnn3-c3ccccc3)c2C)cc1 | 100 | 2 | -2 | 99
56 | C=CCC1(/C=N/O)CCOC(C)(C)C1 (stereo not given) | 97 | -1 | 4 | 91
57 | Cc1ccc(CNC(=O)C2CC(=O)N(CCC(C)C)C2)cc1 (stereo not given) | 98 | 10 | -1 | 94
58 | C=CCc1cccc(OC)c1OCCOCCNCCO | 93 | 5 | 2 | 92
59 | CCC(=O)NC1(C(F)(F)F)C(=O)Nc2c1c(=O)[nH]c(=O)n2CC(C)C (stereo not given) | 99 | 4 | -3 | 105
60 | CCC(CC)NC(=O)COC(=O)c1ccc(OCc2ccc(C(C)=O)cc2OC)c(OC)c1 | 98 | 12 | 0 | 85

nr | AHR activator | MEP2 TOR yeast | ZTA DNA inh | proCasp3 act
49 | 2 | 94 | 4 | -9
50 | 5 | 101 | -3 | 3
51 | 2 | 100 | 12 | 1
52 | 52* | 102 | -9 | 0
53 | -4 | 108 | -3 | 7
54 | -2 | 101 | 2 | -4
55 | -1 | 112 | 1 | -3
56 | -1 | 90 | 9 | 3
57 | -2 | 98 | -10 | -1
58 | 1 | 94 | 19 | -1
59 | 3 | 102 | 1 | 0
60 | 0 | 96 | 16 | -6

# Following part.
nr | Molecule | RPL19A-GFP yeast | proCasp7 act | EBNA-1 inhibitor | LAP4-GFP MLPCN
61 | CC1CCCCC1NC(=O)NC(=O)COC(=O)C1=NN(c2ccccc2)C(=O)CC1 (stereo not given) | 100 | 11 | x | 99
62 | O=C(CSc1nc2ccccc2s1)NCCOc1ccccc1 | 104 | 7 | 0 | 108
63 | CCOc1ccc(Nc2oc(-c3cccc(Cl)c3)nc2C#N)cc1 | 97 | 11 | -1 | 107
64 | CCN(CC)S(=O)(=O)c1ccc2[nH]c(=O)cc(C(=O)Nc3ccccc3N3CCOCC3)c2c1 | 108 | -1 | x | 114
65 | S=c1[nH]nc(-c2ccc3ccccc3n2)n1-c1ccc(Cl)cc1 | 102 | -3 | 6 | 98

nr | AHR activator | MEP2 TOR yeast | ZTA DNA inh | proCasp3 act
61 | -2 | 108 | -2 | -1
62 | 36 | 98 | -1 | 0
63 | 14 | 101 | 3 | 0
64 | 0 | 111 | 1 | 13
65 | 30 | 105 | 6 | -6

# Screening results deposited in PubChem by several laboratories.
